Screens as filed in PubChem.
PME-1 primary = PME-1 inhibitors via competitive probe labeling, primary screen, biochemical, fluorescence polarization, FP-Rh probe, HTS. recombinant PME-1. Protein phosphatase methylesterase 1 (Homo sapiens), Q9Y570. 0.53% of 320,000 active. inhibition, % at 5.9 µM;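 active = inhibition above the campaign mean of all compounds plus 3 SD, cut at about 26% in these data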;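 also: competitive labeling of PME-1 active site by serine hydrolase directed probe; 0% = PME-1 with DMSO and 100% = wells lacking PME-1 enzyme; inhibitors block probe labeling so polarization falls and inhibition rises; many of its hits are not listed in these tables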
PAFAH1B2 inh = PAFAH1B2 enzyme inhibitors, primary screen, biochemical, fluorescence polarization, human. Platelet-activating factor acetylhydrolase IB subunit alpha2 (Homo sapiens), P68402. recombinant PAFAH1B2, FP-rhodamine activity probe. inhibition, % at 3.39 µM. 1.2% of 340,000 active. AID 492953, 2010;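 active = inhibition above the mean of all tested compounds plus 3 SD, cut at about 24% in these data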;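 also: 0% = enzyme with DMSO and 100% = wells lacking PAFAH1B2; many of its hits are not listed in these tables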
Target sequence (P68402 whole entry, looked up): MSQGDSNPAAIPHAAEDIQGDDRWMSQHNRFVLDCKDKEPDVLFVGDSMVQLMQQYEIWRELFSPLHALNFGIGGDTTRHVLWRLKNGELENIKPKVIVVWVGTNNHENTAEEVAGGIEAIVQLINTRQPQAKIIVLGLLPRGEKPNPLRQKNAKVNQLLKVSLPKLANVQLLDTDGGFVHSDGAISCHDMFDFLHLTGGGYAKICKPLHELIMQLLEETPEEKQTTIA
PAD4 inh = human PAD4 inhibitors, primary screen, biochemical, fluorescence polarization, 1536-well format; AID 485272, 2010; 0.41% of 330,000 active; recombinant PAD4, RCA probe fluorescence polarization; Protein-arginine deiminase type-4 (Homo sapiens), Q9UM07; inhibition, % at 6.36 µM;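 active = percent inhibition above a cutoff equal to the mean of all tested compounds plus 3 SD, cut at about 15% in these data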;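 also: 0% = PAD4 with RCA probe and DMSO and 100% = probe without PAD4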
PAFAH2 inh = PAFAH2 enzyme inhibitors, primary screen, biochemical, fluorescence polarization, human. AID 492956, 2010. 0.99% of 340,000 active. Platelet-activating factor acetylhydrolase 2, cytoplasmic (Homo sapiens), Q99487. recombinant PAFAH2, FP-rhodamine activity probe. inhibition, % at 3.39 µM;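 active = inhibition above the mean over all tested compounds plus 3 SD, cut at about 30% in these data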;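 also: inhibitors block probe labeling of enzyme so polarization drops; 0% = enzyme with DMSO and 100% = wells lacking PAFAH2 protein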
LYPLA1 inh = LYPLA1 inhibitors, primary screen, counter-screen for PME1 inhibitor project, biochemical, fluorescence polarization, FP-Rh probe ABPP; Acyl-protein thioesterase 1 (Homo sapiens), O75608; recombinant LYPLA1; inhibition, % at 5.9 µM; 0.16% of 320,000 active;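 active = inhibition above the mean of all tested compounds plus 3 SD, set per campaign, cut at about 14% in these data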;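 also: inhibitors block serine hydrolase probe labeling of LYPLA1 so polarization falls; 0% = enzyme with DMSO and 100% = wells lacking LYPLA1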
PAFAH1B3 FP inh = PAFAH1B3 enzyme inhibitors, primary screen, biochemical, fluorescence polarization, human; AID 492972, 2010; recombinant PAFAH1B3, FP-rhodamine probe; inhibition, % at 3.39 µM; Platelet-activating factor acetylhydrolase IB subunit alpha1 (Homo sapiens), Q15102; 0.28% of 340,000 active;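 active = inhibition above the screen-wide average of all tested compounds plus 3 SD, cut at about 25% in these data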;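 also: 0% = enzyme with DMSO only and 100% = wells lacking PAFAH1B3 protein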
GSTO1 counter = inhibitors of recombinant GSTO1, primary screen, counter-screen for RBBP9 inhibitor project, biochemical, fluorescence polarization; Glutathione S-transferase omega-1 (Homo sapiens), P78417; activity-based probe fluorescence polarization; inhibition, % at 5.96 µM; 1.1% of 300,000 active; AID 1974, 2009;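 active = inhibition above the campaign mean inhibition plus 3 SD, cut at about 35% in these data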;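 also: 0% = GSTO1-1 with DMSO and 100% = wells lacking GSTO1-1 enzyme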
Target sequence (P78417 whole entry, looked up): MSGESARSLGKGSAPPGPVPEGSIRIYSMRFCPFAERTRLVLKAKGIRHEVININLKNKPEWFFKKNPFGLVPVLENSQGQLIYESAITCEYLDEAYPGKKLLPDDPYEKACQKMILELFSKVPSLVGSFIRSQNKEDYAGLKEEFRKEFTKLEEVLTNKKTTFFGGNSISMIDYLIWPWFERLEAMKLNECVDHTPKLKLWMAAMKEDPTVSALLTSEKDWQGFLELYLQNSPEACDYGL
Fam108B inh = mouse Fam108B serine hydrolase inhibitors, primary screen, counter-screen for RBBP9 inhibitor project, biochemical, fluorescence polarization; recombinant Fam108B, FP-Rh probe fluorescence polarization; inhibition, % at 9.51 µM; 0.33% of 300,000 active; AID 1947, 2009;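 active = inhibition above the screen mean inhibition plus 3 SD, computed separately per campaign, cut at about 18% in these data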;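 also: inhibitors lower polarization as less probe binds the enzyme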
pPAFAH inh = pPAFAH enzyme inhibitors, primary screen, biochemical, fluorescence polarization, human; 1.5% of 330,000 active; inhibition, % at 3.39 µM; Platelet-activating factor acetylhydrolase (Homo sapiens), Q13093; recombinant pPAFAH, FP-rhodamine probe fluorescence polarization;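 active = inhibition above the mean inhibition across the screen plus 3 SD, cut at about 25% in these data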;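 also: inhibitors block binding of the rhodamine activity-based probe so polarization drops; 0% = enzyme with DMSO and 100% = wells lacking pPAFAH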
Target sequence (Q13093 whole entry, looked up): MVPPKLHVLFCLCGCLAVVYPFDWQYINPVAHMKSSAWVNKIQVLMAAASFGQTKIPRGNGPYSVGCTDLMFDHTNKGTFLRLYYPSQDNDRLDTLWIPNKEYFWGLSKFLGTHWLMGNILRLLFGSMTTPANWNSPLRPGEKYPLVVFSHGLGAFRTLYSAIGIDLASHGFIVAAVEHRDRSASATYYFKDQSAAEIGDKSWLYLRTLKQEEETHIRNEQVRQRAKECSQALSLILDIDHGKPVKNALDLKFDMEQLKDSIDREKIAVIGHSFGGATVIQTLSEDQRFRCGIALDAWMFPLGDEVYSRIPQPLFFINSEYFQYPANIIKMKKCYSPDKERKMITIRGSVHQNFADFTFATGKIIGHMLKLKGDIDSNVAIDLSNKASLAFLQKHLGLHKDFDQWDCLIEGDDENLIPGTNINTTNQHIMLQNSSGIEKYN
Numbers without * were called inactive; . = not tested or not shown. A portion of the library; count on the stated rates, not on these rows.

SMILES | PME-1 primary | PAFAH1B2 inh | PAD4 inh | PAFAH2 inh | LYPLA1 inh | PAFAH1B3 FP inh | GSTO1 counter | Fam108B inh | pPAFAH inh
CCC(Sc1ncccc1C(=O)OCCN1CCCC1=O)C(=O)NCc1ccco1 (centres undefined) | -1.6 | 5.4 | -2.9 | 5.8 | 4.3 | 2.2 | -0.4 | 2.2 | 2.0
O=S1(=O)N=C(N(CCO)/N=C/c2ccc(Br)cc2)c2ccccc21 | -6.2 | -1.7 | -3.1 | 2.9 | 0.3 | 4.5 | -4.2 | 2.8 | 4.9
COC(=O)[C@H](CCSC)NC(=O)Cn1cnc(C(=O)Nc2ccc(C)c(C)c2)n1 | . | -0.4 | 4.5 | -7.4 | . | 8.9 | . | . | -2.2
S=c1[nH]nc(CCCc2n[nH]c(=S)o2)o1 | -1.2 | 2.6 | -4.1 | 3.9 | 3.2 | 1.5 | 4.3 | 2.9 | 2.8
Cc1cccc(-c2nnnn2-c2cccc(C)c2)c1 | -1.4 | 4.3 | -3.6 | 4.2 | 1.5 | 5.0 | 1.9 | 2.4 | -3.0
Cc1cc(C)nc(NS(=O)(=O)c2ccc(NC(=O)Cc3ccc(F)cc3)cc2)n1 | 6.5 | -3.2 | -4.3 | 5.2 | 4.2 | 8.4 | -6.0 | 3.2 | 6.4
N#C/C(=C(/O)COc1ccc(Br)cc1)c1nnc2n1CCCCC2 | -6.8 | 6.3 | 0.1 | 7.9 | 1.0 | -1.9 | 12.9 | 3.6 | -2.0
O=[N+]([O-])c1ccc(CN2CCN(c3ccc([N+](=O)[O-])cc3)CC2)cc1 | -2.3 | -0.5 | 4.3 | -6.6 | 7.6 | 4.6 | 1.0 | 0.8 | 4.4
COc1ccc2c(c1)c1ncn(Cc3ccccn3)c(=O)c1n2C | 0.4 | -0.7 | 3.9 | -2.1 | -2.5 | -0.7 | -4.4 | 3.0 | 0.7
O=C(NC1CCN(Cc2ccccc2)CC1)c1ccccc1 | -0.9 | 3.0 | 3.5 | 4.9 | -1.4 | 9.7 | 4.5 | -3.9 | 0.4
CC(C)CN(CC(C)C)C(=O)Nc1ccc(F)cc1F | 1.9 | 13.8 | -7.5 | 2.2 | 0.9 | -0.3 | -1.5 | -0.8 | -0.9
COc1ccc(-c2nn(C)c(=O)c3ccccc23)cc1NC(=O)COc1ccccc1 | -8.3 | -1.9 | 3.6 | -8.3 | -1.8 | -6.4 | 4.2 | -5.9 | 6.6
Cc1ccccc1OCCn1cc(C(=S)N2CCN(C)CC2)c2ccccc21 | -0.1 | 5.6 | -1.4 | 4.2 | 0.7 | 8.8 | 13.2 | 5.2 | 4.3
CC1(C)CC(=O)C(C(=O)C2CCN(S(=O)(=O)c3ccccc3)CC2)C(=O)C1 | 1.4 | 10.0 | 0.0 | -3.0 | -12.7 | -1.4 | -3.6 | -2.1 | 4.2
COc1cc(C)c(Cl)cc1S(=O)(=O)N(C)C | -5.1 | -3.6 | 0.3 | 6.5 | 3.4 | 4.3 | 7.6 | -0.7 | 4.9
COc1ccc(S(=O)(=O)N2CCN(C(=O)c3cc4c(s3)CCCC4)CC2)cc1 | 5.1 | -1.3 | -7.6 | -6.8 | -0.4 | -4.2 | . | . | 3.2
CC(C)c1nc2sc3c(SCC(N)=O)ncnc3c2c2c1CCC2 | -1.9 | -0.8 | 0.1 | 5.1 | 1.9 | -3.3 | 2.8 | 1.1 | 0.7
CC1CCCC(NC(=O)c2cn(C)c3ccc(S(=O)(=O)N4CCCC4)cc3c2=O)C1C (centres undefined) | 0.0 | . | -1.0 | . | 1.2 | . | -7.8 | 0.9 | -3.9
CCOC(=O)c1cnc2c(C)cc(C)cc2c1Nc1ccc(S(=O)(=O)Nc2ncccn2)cc1 | 6.2 | 0.1 | -3.4 | 7.8 | -1.5 | 0.3 | 9.2 | -2.4 | 1.9
NNc1ncnc2c1cnn2-c1ccccc1 | -3.1 | 0.9 | -8.5 | -4.4 | 4.2 | 3.1 | 2.0 | -3.0 | -1.8
O=C(O)c1ccccc1C(=O)NCC(O)COc1ccc(Cl)cc1 (centres undefined) | -1.2 | 0.7 | -4.6 | -8.4 | 0.7 | -4.6 | -4.5 | 0.5 | -1.2
O=C(CNC(=O)c1ccco1)NCCCc1ccccc1 | 5.5 | 0.9 | -0.8 | 1.0 | -0.6 | 9.2 | -2.2 | -4.0 | 2.0
Brc1ccccc1OCCCN1CCCC1 | -3.9 | 2.4 | 0.9 | 4.6 | 1.4 | 2.3 | 7.8 | 2.3 | -4.0
CC1(C)Cc2c(C#N)c(N3CCN(C(=O)c4ccccc4)CC3)nc(-c3ccco3)c2CS1 | 0.1 | 2.9 | -3.2 | 0.2 | -7.0 | -10.1 | 1.9 | -0.7 | 15.2
O=C(C1=C[C@@H](c2ccc(Br)cc2)C[C@@H](OCc2ccc(CO)cc2)O1)N1CCOCC1 | -6.0 | 1.2 | 3.7 | 5.5 | -4.5 | 3.3 | 4.9 | 2.5 | 2.8
Cn1cc(Cl)c(C(=O)NNC(=S)NCc2ccco2)n1 | -5.7 | -0.6 | -2.6 | 1.7 | 2.1 | 13.4 | 2.5 | -5.1 | 3.7
CC1CCCC(C)N1C(=O)COC(=O)CCC(=O)c1cccs1 (centres undefined) | . | 10.3 | 4.1 | 4.6 | . | 7.8 | . | . | -1.9
COc1ccc(-c2cc(C(F)(F)F)n3nc(C(=O)NCCN4CCOCC4)cc3n2)cc1 | -15.9 | -0.1 | -0.1 | -4.2 | -4.2 | -0.1 | 5.7 | -5.1 | 11.4
CC(C)N(Cc1nc(-c2ccccc2)no1)C(=O)c1ccc(Br)o1 | -0.6 | 5.2 | 3.2 | 3.9 | -3.0 | 5.9 | 6.6 | -3.5 | 3.5
CCC(=O)N(c1nnc(SCC(=O)Nc2ccccc2Cl)s1)C1CC1 | -3.4 | -2.0 | 1.9 | -8.4 | -1.1 | -4.3 | . | . | 3.8
COC(=O)C1CCN(C(=O)COC(=O)Cn2cnnn2)CC1 | 4.6 | . | -2.3 | . | -0.5 | . | 7.5 | -3.9 | -6.5
CCOc1ccc(N2C(=O)CC(/C=C3/N(C)c4ccccc4C3(C)C)C2=O)cc1 (centres undefined) | 2.3 | -3.7 | -5.1 | 1.7 | -4.8 | 10.8 | -3.7 | 0.8 | 0.1
COc1ccc(S(=O)(=O)N(C(=O)c2ccco2)c2cc3sc(=O)oc3c3ccccc23)cc1 | 11.7 | 8.5 | 9.0 | 24.2 | 1.1 | 13.7 | 63.8* | 6.5 | 9.7
O=C(N/N=C/c1ccc(O)cc1)c1cccc(N/N=C/c2ccc(O)cc2)c1 | 30.8* | -0.4 | -4.7 | 2.7 | -13.6 | 18.2 | -14.9 | 55.6* | 7.7
N/C(=N\OC(=O)CN1C(=O)c2ccccc2C1=O)c1ccc(Cl)cc1 | 2.3 | 4.3 | -3.1 | -6.6 | -1.7 | 5.2 | -2.4 | -3.5 | -0.1
COC(=O)[C@H]1[C@H](CCc2ccccc2)NC(=O)N(Cc2ccccc2)[C@@H]1C | 7.0 | 6.0 | 1.6 | -5.4 | 3.8 | 2.0 | 3.9 | -2.9 | -0.5
CCOC(=O)Nc1ccc2c(COC(=O)CNS(=O)(=O)c3ccc(NC(C)=O)cc3)cc(=O)oc2c1 | 1.2 | 2.6 | -4.0 | 3.1 | 0.7 | 8.0 | 0.5 | -0.5 | 5.0
O=P(O)(c1ccc(Cl)cc1)c1ccc(Cl)cc1 | 7.3 | 3.1 | -1.3 | 7.2 | -0.3 | 7.8 | 2.4 | 1.8 | 0.9
COc1ccc(-n2c(SCC(N)=O)nnc2-c2ccc(NS(=O)(=O)c3ccc(C)cc3)cc2)cc1 | 2.9 | 6.8 | 1.3 | -8.3 | -2.5 | 0.4 | -1.9 | -4.3 | 9.7
NC(=O)c1cc(C(N)=O)nc(Cl)n1 | -1.6 | 3.0 | -4.6 | 10.3 | 1.9 | 6.8 | 4.7 | 3.3 | 2.6
COc1cc(C(=O)Nc2nnc(C)s2)c([N+](=O)[O-])cc1OC | -3.9 | 2.2 | -1.0 | -4.0 | -2.4 | 3.8 | -7.3 | 0.7 | -1.3
COc1ccc(C)c2sc(N(CCCN(C)C)C(=O)c3ccc(S(=O)(=O)N4CCc5ccccc5C4)cc3)nc12 | 4.6 | 3.5 | -3.0 | 3.9 | -0.5 | 2.6 | 13.3 | 3.8 | -0.5
CC(C)Oc1ccc(CNC(=O)C2CCN(C(=O)N3CCOc4ccccc43)CC2)cc1 | -1.4 | 1.3 | -0.6 | 3.5 | 0.0 | -6.6 | -4.2 | 0.7 | 4.4
O=C(CCC(=O)N(CC(=O)NC1CCCCC1)c1ccc(F)cc1)Nc1nccs1 | 0.5 | 3.0 | 2.5 | 4.0 | -0.2 | 3.4 | -3.0 | -1.0 | 0.0
CC(=O)c1c(C(C)=O)c(C)n(-c2nc(-c3ccccc3)c(C)s2)c1C | -3.5 | 4.1 | -2.4 | 9.2 | 1.4 | 8.9 | 1.4 | -1.8 | 0.6
Cc1nn(-c2ccccc2)c(N2CCCC2)c1/C=C1\N=C(c2ccccc2)OC1=O | 6.1 | 2.0 | 2.5 | -1.3 | 2.5 | -2.2 | 2.5 | 1.6 | 4.3
O=C(NNC(=O)c1ccccc1)C(=O)N1CCCCC1 | -0.9 | 2.1 | 6.5 | 4.9 | 1.8 | -3.5 | 4.8 | -3.5 | 1.0
CN1CCN(C(=O)/C=C/c2cccc(Cl)c2)CC1 | -3.1 | 2.1 | -2.2 | 1.5 | -1.1 | -0.6 | 0.9 | 0.7 | 0.9
NS(=O)(=O)c1ccc(NC(=O)c2ccc3c(c2)CCN3S(=O)(=O)c2ccccc2)cc1 | -21.9 | -5.3 | -4.4 | -3.8 | -8.6 | -3.2 | -8.9 | -10.7 | 1.1
Cc1ccc(S(=O)(=O)N2CCCCC2)cc1NC(=O)c1ccc(Br)o1 | 1.1 | 0.2 | -0.8 | -0.4 | 0.5 | -5.4 | . | . | -4.6
CCOc1ccc2oc(C(=O)OCC(=O)NC3CCCCC3)c(C)c2c1 | -7.6 | -4.2 | -4.6 | 61.4* | -0.3 | -1.5 | . | . | 25.8*
COc1cc(C(=O)NCc2nnc(SCC(=O)N3CCCC3)o2)cc(OC)c1OC | -2.8 | 2.3 | -4.3 | 1.7 | -0.6 | 1.8 | 0.2 | -1.6 | 0.6
O=C(CSc1nnnn1C1CC1)N1CCN(c2cccc(Cl)c2)CC1 | . | 2.8 | 0.7 | 2.4 | . | 6.1 | . | . | 0.8
CCC(CC)C(=O)Nc1ccc(C)cc1O | 2.0 | 3.6 | 1.4 | -0.4 | 2.3 | 0.6 | -0.3 | 2.5 | 1.3
